# KLK5 inh – human KLK5 protease inhibitors, primary screen, biochemical, 1536-well; Kallikrein-5 (Homo sapiens), Q9Y337; recombinant hK5, fluorogenic AMC substrate cleavage; inhibition, % at 5 µM; actives 0.59% (n = 210,000); AID 873, 2007;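 active means inhibition of 40% or more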;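 further: 0% = enzyme controls without compound and 100% = no-enzyme blanks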
# FXIIa inh 1536 – human FXIIa protease inhibitors, primary screen, biochemical, 1536-well; Coagulation factor XII (Homo sapiens), P00748; purified FXIIa, Boc-QGR-AMC fluorogenic substrate, 2 h; inhibition, % at 5 µM; actives 0.3% (n = 220,000); in the data active means inhibition above about 40%;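 further: 0% = enzyme with no compound and 100% = blank without enzyme; many of its hits are not listed in these tables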
# p97 inhibitor – inhibitors of human p97 ATPase, primary screen, biochemical; Transitional endoplasmic reticulum ATPase (Homo sapiens), P55072; actives 0.42% (n = 220,000); recombinant p97 ATPase, Kinase-Glo ATP luminescence, 3 h; AID 1481, 2009; inhibition, % at 8 µM; in the data active means inhibition above about 15%;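 further: 0% = DMSO vehicle and 100% = wells lacking enzyme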
# Wee1 degr inh – Wee1 degradation inhibitors, primary screen, cell-based, HeLa, Wee1K328M-luciferase, luminescence | HeLa Luc-Wee1K328M stability; 100% = proteasome inhibitor MG132 effect | reporter increase, % at 5 µM | actives 1.2% (n = 220,000) | AID 1321, 2008;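 active means activation above the mean of all tested compounds plus 3 SD, set per screening run, cut at about 8.8% in these data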;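 further: cells exposed to compound for 20 h before luminescence read; 0% = DMSO alone and 100% = MG132 at 30 µM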
# 14-3-3 Bad PPI – inhibitors of 14-3-3 zeta/Bad binding, primary screen, biochemical, TR-FRET, bovine 14-3-3 zeta. inhibition, % at 21.7 µM. actives 0.71% (n = 220,000). TR-FRET 14-3-3zeta/Dy647-pBad peptide displacement, 1 h. AID 781, 2007;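 active means inhibition above about 70%, limit read from the data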;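 further: 0% = full 14-3-3 plus peptide FRET controls and 100% = background without 14-3-3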
# MDM2 E3 inh – MDM2-luciferase reporter signal enhancers, primary screen, MDM2 E3 ligase inhibitor project, cell-based, luminescence, 1536-well | actives 0.11% (n = 210,000) | cell-based MDM2 ubiquitination luciferase reporter, 2 h; 0 = plate control, 100 = twice control, blank-subtracted | signal enhancement, % at 5 µM | E3 ubiquitin-protein ligase Mdm2 (Homo sapiens), Q00987;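 active means signal enhancement of 30% or more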;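 further: luminescence tracks abundance of the self-degrading MDM2-luciferase fusion protein; higher signal means inhibition of MDM2 E3 ligase activity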
# Target sequence (Q00987 whole entry, looked up, the tested form may be a part): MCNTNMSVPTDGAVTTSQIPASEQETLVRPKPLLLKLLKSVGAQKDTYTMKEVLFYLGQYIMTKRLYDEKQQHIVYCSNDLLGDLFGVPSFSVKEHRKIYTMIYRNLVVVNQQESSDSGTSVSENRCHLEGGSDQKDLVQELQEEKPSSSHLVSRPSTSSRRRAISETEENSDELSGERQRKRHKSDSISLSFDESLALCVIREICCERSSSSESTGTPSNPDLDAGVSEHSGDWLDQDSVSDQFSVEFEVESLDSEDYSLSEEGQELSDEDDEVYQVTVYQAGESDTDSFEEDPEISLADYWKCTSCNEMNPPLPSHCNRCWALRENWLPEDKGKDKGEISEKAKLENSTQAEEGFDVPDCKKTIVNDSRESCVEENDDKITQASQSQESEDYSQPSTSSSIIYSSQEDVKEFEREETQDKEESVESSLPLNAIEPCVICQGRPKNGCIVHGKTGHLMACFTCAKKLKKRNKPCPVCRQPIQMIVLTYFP
#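 System: stable MDM2–luciferase fusion reporter cells / Input: 2000 cells seeded into each well / Schedule: 4 h settle plus 2 h compound, 37 °C / Compound: single-point 5 µM / Buffer or medium: cells held in DMEM / Benchmarks: control and blank well means / Evaluation: percent signal gain over controls, blank-subtracted / Measured by: luciferase luminescence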
# FXIa inh 1536 – human FXIa protease inhibitors, primary screen, biochemical, 1536-well. Coagulation factor XI (Homo sapiens), P03951. purified FXIa, Boc-Glu-Ala-Arg-AMC fluorogenic substrate. inhibition, % at 5 µM. actives 0.14% (n = 220,000). AID 798, 2007;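 active means inhibition of at least 40%; inactive means inhibition below 40%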;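 further: fluorescence of freed AMC excited at 355 nm; 0% = enzyme without compound and 100% = no enzyme blank; many of its hits are not listed in these tables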
# Target sequence (P03951 19-387 limits assumed): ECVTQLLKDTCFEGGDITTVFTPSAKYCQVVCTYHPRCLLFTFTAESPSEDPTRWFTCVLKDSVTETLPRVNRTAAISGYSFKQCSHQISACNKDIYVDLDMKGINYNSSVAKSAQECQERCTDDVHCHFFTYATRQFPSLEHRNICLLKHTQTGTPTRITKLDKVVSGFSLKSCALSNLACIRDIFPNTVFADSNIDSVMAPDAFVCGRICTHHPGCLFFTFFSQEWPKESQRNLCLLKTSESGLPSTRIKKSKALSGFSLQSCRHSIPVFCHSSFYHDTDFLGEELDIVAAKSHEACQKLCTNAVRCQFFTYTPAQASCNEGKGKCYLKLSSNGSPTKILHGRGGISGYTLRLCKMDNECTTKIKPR
# Target sequence (P03951 388-625 limits assumed): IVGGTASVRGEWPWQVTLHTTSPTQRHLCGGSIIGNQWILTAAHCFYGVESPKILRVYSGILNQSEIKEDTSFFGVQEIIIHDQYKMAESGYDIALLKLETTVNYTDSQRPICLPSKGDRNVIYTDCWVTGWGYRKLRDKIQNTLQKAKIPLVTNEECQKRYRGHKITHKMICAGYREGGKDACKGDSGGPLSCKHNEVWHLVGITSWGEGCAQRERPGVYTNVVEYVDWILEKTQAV
# eIF4E 4G PPI – eIF4E–eIF4G protein interaction inhibitors, primary screen, biochemical, uHTS, TR-FRET, eIF4GI fragment. Eukaryotic translation initiation factor 4E (Mus musculus) + Eukaryotic translation …. TR-FRET eIF4E-eIF4GI(517-606) binding, 2 h. inhibition, % at 21.7 µM. actives 0.37% (n = 220,000). AID 782, 2007;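 active means inhibition above about 30%, limit read from the data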;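 further: 0% = full FRET control wells and 100% = background wells lacking eIF4GI fragment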
# Rad51 HR inh – human RAD51 strand exchange inhibitors, primary screen, biochemical, fluorescence. hRad51 DNA strand exchange, fluorescence dequenching. inhibition, % at 10 µM. actives 0.085% (n = 200,000). AID 1385, 2008;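 active means inhibition above 40% at the single screening dose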;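 further: 0% = DMSO control wells and 100% = blanks with heterologous ssDNA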
#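 Test system: preformed human Rad51 ssDNA filaments; also added: Donor/quencher-labelled 47-bp dsDNA substrate; doses: 10 µM final, single point; times: 37 °C 15-min filament assembly, 30-min compound preincubation, 15-min exchange; detection: FRET fluorescence dequenching, excitation 485 nm, emission 520 nm; read-out basis: Fluorescence-based percent inhibition, control- and blank-normalised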
# Active calls of the source: *; nt = no result given; [ ] = another dose, or the depositor's remark.
SMILES,KLK5 inh,FXIIa inh 1536,p97 inhibitor,Wee1 degr inh,14-3-3 Bad PPI,MDM2 E3 inh,FXIa inh 1536,eIF4E 4G PPI,Rad51 HR inh
O=C(NC1CCCCC1)c1ccc(S(=O)(=O)NCc2ccco2)cc1,0.8,8.9,8.1,-1.3,-12.5,-15.3,-1.9,1.2,-4.6
Cc1cc(Nc2ncc(Cl)cc2Cl)n(-c2ccccc2C)n1,-19.0,7.6,0.9,-1.2,-12.8,-5.6,4.9,-2.9,6.0
Cc1cccc(NC(=O)CSc2nc(N)cc(N)n2)c1,-4.7,8.0,5.5,-0.2,-8.4,nt,2.8,-1.4[fluorescence artefact?],-4.3
O=C(NNc1cc(N2CCOCC2)nc(N2CCOCC2)n1)c1ccc(Cl)cc1Cl,1.1,9.1,4.8,4.4,-0.3,-1.6,5.3,2.5,nt
CN(C)S(=O)(=O)Nc1cc(F)cc(F)c1,-4.4,6.4,3.6,1.1,-0.2,-6.5,-4.2,0.6,-0.1
CN(C)S(=O)(=O)c1ccc(C(=O)N2CCCC2c2nc3ccccc3s2)cc1 (stereo not drawn),-20.9,17.1,3.1,-3.4,9.4,-4.8,9.0,-1.6,-1.3
C/C(CC(=O)Nc1ccccn1)=N\NC(=O)C(=O)Nc1ccccc1C,-9.8,11.2,2.6,4.2,10.5,18.3,1.6,-4.0,0.6
CNc1ncc(C(=O)c2ccc(-c3ccccc3)cc2)s1,5.4,10.7,1.1,1.8,7.7,nt,1.4,-3.5,24.6
CN(/N=C/c1cc(Cl)cc(Cl)c1O)C(=S)NC(C)(C)C,-1.1,7.2,0.3,3.5,-16.3,1.7,1.2,2.4,0.0
O=C(CSc1nc2c([nH]c3ccccc32)c(=O)n1-c1cccc(Cl)c1)N1CCOCC1,3.8,13.6,4.5,0.4,26.3[fluorescence artefact?],-7.4,3.5,10.7[fluorescence artefact?],-8.6
COc1ccc(C2Nc3cc(OC)ccc3-n3cccc32)cc1 (stereo not drawn),-6.4,3.5,5.0,0.9,-7.4,-4.5,0.5,-0.2,13.5
CN(c1ccccc1C(=O)Nc1ccc(F)c(F)c1)S(C)(=O)=O,3.0,11.2,-2.4,0.8,-7.5,-8.9,5.9,-1.2,-32.7
C=CCOc1cccc(C2/C(=C(/O)c3ccc(Cl)cc3)C(=O)C(=O)N2CCN2CCOCC2)c1 (stereo not drawn),0.9,5.3,-3.2,4.7,-7.7,5.1,1.2,-3.4,-3.9
COc1ccc2cc3c(N)c(C(=O)NCc4ccco4)sc3nc2c1,-14.0,0.2,6.5,-0.2,9.8[fluorescence artefact?],-13.3,0.9,1.4,-4.1
Cc1noc(/C=C/c2ccco2)c1S(=O)(=O)N1CCC(C(=O)N2CCc3ccccc3C2)CC1,1.1,6.1,6.4,3.3,-3.7,0.0,-1.0,-2.9[fluorescence artefact?],nt
Cn1c(=O)n(-c2cccc(Cl)c2)c(=O)n1C,-2.1,9.7,5.5,0.7,5.7,-4.4,-6.7,7.2,5.8
O=C(Nc1ccc(F)cc1Cl)c1ccc2c(=O)n3c(nc2c1)CCCCC3,15.4,15.0,4.5,4.1,-8.9,-23.1,6.2,8.2,8.8
O=C(Oc1ccc(Nc2ncnc3ccccc23)cc1)c1cccnc1,-1.1,2.4,1.9,1.6,82.0*,-3.7,-6.9,-0.6,9.8
CCn1ccnc1CN1CCc2c([nH]c3ccccc23)C1CC(C)C (stereo not drawn),1.0,6.0,1.4,1.9,-10.6,-0.4,-2.9,-0.2,-0.7
O=C(NCCc1ccccc1)C1CCN(S(=O)(=O)c2cccnc2)CC1,4.3,5.3,-1.6,-0.8,6.1,-3.6,-7.8,2.8,1.6
COCC1CCCN(Cc2cn(-c3ccccc3F)nc2-c2cc(C)sc2C)C1 (stereo not drawn),nt,3.7,-4.9,-0.8,-5.0,-10.3,-3.4,-1.7,-1.5
Cc1ccc(S(=O)(=O)N(C)C)cc1NC(=S)NNC(=O)C(N)=O,-3.3,9.2,0.0,0.2,-19.1,5.2,-0.9,-1.5,-0.6
COc1cc(C(=O)NS(=O)(=O)c2ccccc2C)ccc1Cc1cn(C)c2ccc(NC(=O)OC3CCCC3)cc12,nt,nt,0.1,-4.3,4.7,nt,nt,17.4,7.2
CCNc1nc(Cl)nc(-c2cn(-c3ccccc3)c3ccccc23)n1,4.6,9.5,-6.5,4.5,4.5,-10.4,-0.5,-1.5,-9.0
Cc1c(C(=O)N2CCCC2)oc2c1-c1[nH]ncc1CC2,-5.5,14.8,4.7,-1.8,-17.3,nt,8.4,-8.2,8.6
CCC(=O)c1c[nH]c(C(=O)NCc2ccco2)c1,-7.6,0.6,-3.4,3.3,-12.9,-5.5,-7.4,1.2,9.7
CCCc1ncc(C(O)c2ccc(OC)cc2)n1C (stereo not drawn),1.8,13.3,4.9,-2.0,-7.3[fluorescence artefact?],-4.0,4.5,-9.6[fluorescence artefact?],1.3
O=C(CN1CCCCC1)NNc1nc(-c2ccccc2)c2cc(Cl)ccc2n1,-6.7,2.8,5.0,-1.3,-15.1,-13.2,0.8,-5.0,1.4
Cc1cc(/C=N/Nc2nc(N)ncc2[N+](=O)[O-])c(C)n1-c1cccc(C(F)(F)F)c1,2.6,11.3,4.0,3.8,1.1,nt,4.3,-1.4,4.0
CC1CCN(CCNC(=S)Nc2ccc(Cl)cc2)CC1,16.0,15.7,3.1,-3.2,6.9,-8.0,2.2,-4.6,nt

# Complete entries, quoted from the list. Order of values: KLK5 inh, FXIIa inh 1536, p97 inhibitor, Wee1 degr inh, 14-3-3 Bad PPI, MDM2 E3 inh, FXIa inh 1536, eIF4E 4G PPI, Rad51 HR inh
# Profile of `CC1CCN(CCNC(=S)Nc2ccc(Cl)cc2)CC1` = 16.0, 15.7, 3.1, -3.2, 6.9, -8.0, 2.2, -4.6, nt
# Profile of `Cc1cc(/C=N/Nc2nc(N)ncc2[N+](=O)[O-])c(C)n1-c1cccc(C(F)(F)F)c1` = 2.6, 11.3, 4.0, 3.8, 1.1, nt, 4.3, -1.4, 4.0

# (continued)
SMILES,KLK5 inh,FXIIa inh 1536,p97 inhibitor,Wee1 degr inh,14-3-3 Bad PPI,MDM2 E3 inh,FXIa inh 1536,eIF4E 4G PPI,Rad51 HR inh
COCC(=O)NC1CCN(C(=O)NCc2ccccc2)CC1,-12.5,13.0,-0.9,7.3,-10.7[fluorescence artefact?],-9.4,0.3,-13.2[fluorescence artefact?],2.5
NC(=O)CNC(=O)c1cccc(Cl)c1,18.1,5.1,2.3,-0.5,1.4,-8.0,-5.6,0.9,-4.5
CCC(=O)N1CCc2cc(S(=O)(=O)NCCC(=O)Nc3ccccc3C)ccc21,-0.8,16.6,-5.8,5.9,-1.4[fluorescence artefact?],-5.6,4.4,-0.5[fluorescence artefact?],-1.8
C=C(C)c1cccc(C(C)(C)NC(=O)Nc2ccc(OC)cc2)c1,0.7,7.4,2.9,1.7,1.4,-19.0,1.0,7.2,-0.7
CCOC(=O)c1cc(-c2ccc(C#N)cc2)nc2c1c(C)nn2CCC#N,14.4,9.1,-3.4,3.0,4.4[fluorescence artefact?],-14.7,-14.7,4.3[fluorescence artefact?],nt
N#Cc1cnc2cc(-c3ccccc3)nn2c1N,3.0,4.8,6.7,-1.0,2.5,-6.6,2.2,-8.9,15.9
O=C(Nc1ccc2nc(C3CC3)n(Cc3ccccc3)c(=O)c2c1)C1CC1,-1.7,5.4,3.0,6.3,8.0,nt,-0.8,2.1,-32.5
Cc1ccc(OCC(=O)Nc2cc(C(=O)O)cc(C(=O)O)c2)cc1C,1.9,8.9,6.9,-1.1,-13.8,10.5,-0.1,-0.4,6.2
CCc1cc2c(=O)n(Cc3ccco3)c(SCC(=O)NC3CCS(=O)(=O)C3)nc2s1 (stereo not drawn),7.7,8.1,1.1,7.4,-2.7,-15.6,-0.6,3.6,-9.1
CCOC(=O)c1nc2c(ccc3ccccc32)cc1C,-0.1,7.9,-4.0,-0.4,-2.8,-18.0,0.4,-5.8,11.7
COc1ccc(CCCC(=O)Nc2ccc(F)cc2)cc1,-12.6,0.9,1.3,0.1,-11.2[fluorescence artefact?],-9.4,-5.6,-6.6[fluorescence artefact?],5.3
COC(=O)[C@@]1(Cc2ccc(OC)cc2)[C@H]2c3cc(C(=O)N4CCCC4)n(CCc4c[nH]c5ccc(O)cc45)c3C[C@H]2CN1C(=O)c1ccccc1,3.4,9.2,9.1,-1.3,-2.7,nt,2.3,3.3,-5.2
COc1ccccc1NC(=O)Nc1ccc(F)c(F)c1,-2.7,3.6,0.0,0.0,1.7,-18.6,-1.2,4.3,40.8*
O=[N+]([O-])c1ccc(CCNc2cccc3ccccc23)c([N+](=O)[O-])c1,-2.9,12.9,6.6,1.1,-1.2,-0.9,7.0,5.0[fluorescence artefact?],7.1
COc1ccc(CNC(=O)c2cc(-c3cccs3)on2)cc1,-4.0,10.7,4.5,-0.1,7.1,6.3,-1.1,-1.9,-1.2
N#Cc1ccc(CSc2nnc(NC(=O)c3ccc4ncsc4c3)s2)cc1,-10.4,6.8,2.0,1.4,86.1*,-1.2,6.0,74.5*,nt
CC(C)=CC(=O)Nc1nnc(-c2ccccc2C)s1,-0.8,5.2,-5.8,0.2,1.2,-11.2,-4.8,0.7,-7.2
CCN(CC)S(=O)(=O)c1ccc(NC(=O)Nc2cccc(C(F)(F)F)c2)cc1,-4.0,-1.9,-3.2,-3.3,-3.3[fluorescence artefact?],nt,-2.1,4.3,3.0
O=C(c1cccs1)C1C(c2ccc(Br)cc2)NC(=S)NC1(O)C(F)(F)F (stereo not drawn),-12.0,5.4,1.2,-0.8,-19.9,-7.9,2.0,3.6,nt
O=[N+]([O-])c1c(NCc2ccccc2)cc(N2CCc3ccccc3C2)c2nonc12,-6.3,11.8,2.2,0.5,-5.0,-12.7,0.3,4.5,-13.6
CC(C)COc1ccc(CSCCNC(=S)Nc2ccccc2)cc1,-20.9,-3.3,1.4,7.2,-10.5,-7.0,-17.8,-1.7,-0.6
O=C(Cc1cccs1)N(CC1CCCO1)C1(C(=O)NC2CCCCC2)CCCCC1 (stereo not drawn),4.1,14.1,2.7,-2.0,-9.7,-6.4,0.1,1.4,-7.9
CC(C)(C#CCN1CCCC1)OCCC#N,-26.6,11.5,4.1,-1.9,-6.4,-17.8,-6.7,-3.5[fluorescence artefact?],6.0
CCOC(=O)c1sc2nc(C)c3c(c2c1N)CC(C)(C)OC3,-131.2,15.4,4.5,-1.3,-15.8,-6.0,-2.3,-0.6,-3.6

# Compound activity deposited in PubChem BioAssay by several laboratories.

# No enrichment for hits; overall some 3.5% were active at least once.
